High-throughput results deposited in PubChem BioAssay by Icahn School of Medicine at Mount Sinai.
RBX1-CUL1 inh = inhibitors of human ROC1-CUL1 ubiquitin ligase activity; E3 ubiquitin-protein ligase RBX1 (Homo sapiens) + Cullin-1 (Homo sapiens), P62877+Q13616; inhibition, % at 10 µM; 140,000 tested, 0.6% active; AID 1347404, 2020; in vitro K48 di-Ub FRET, acceptor:donor ratio, 45 min; in the data active = inhibition above about 25%
Target sequence (P62877 whole entry, looked up): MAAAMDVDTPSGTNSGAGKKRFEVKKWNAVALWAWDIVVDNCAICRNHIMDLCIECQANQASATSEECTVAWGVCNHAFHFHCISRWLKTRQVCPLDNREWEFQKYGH
Target sequence (Q13616 whole entry, looked up): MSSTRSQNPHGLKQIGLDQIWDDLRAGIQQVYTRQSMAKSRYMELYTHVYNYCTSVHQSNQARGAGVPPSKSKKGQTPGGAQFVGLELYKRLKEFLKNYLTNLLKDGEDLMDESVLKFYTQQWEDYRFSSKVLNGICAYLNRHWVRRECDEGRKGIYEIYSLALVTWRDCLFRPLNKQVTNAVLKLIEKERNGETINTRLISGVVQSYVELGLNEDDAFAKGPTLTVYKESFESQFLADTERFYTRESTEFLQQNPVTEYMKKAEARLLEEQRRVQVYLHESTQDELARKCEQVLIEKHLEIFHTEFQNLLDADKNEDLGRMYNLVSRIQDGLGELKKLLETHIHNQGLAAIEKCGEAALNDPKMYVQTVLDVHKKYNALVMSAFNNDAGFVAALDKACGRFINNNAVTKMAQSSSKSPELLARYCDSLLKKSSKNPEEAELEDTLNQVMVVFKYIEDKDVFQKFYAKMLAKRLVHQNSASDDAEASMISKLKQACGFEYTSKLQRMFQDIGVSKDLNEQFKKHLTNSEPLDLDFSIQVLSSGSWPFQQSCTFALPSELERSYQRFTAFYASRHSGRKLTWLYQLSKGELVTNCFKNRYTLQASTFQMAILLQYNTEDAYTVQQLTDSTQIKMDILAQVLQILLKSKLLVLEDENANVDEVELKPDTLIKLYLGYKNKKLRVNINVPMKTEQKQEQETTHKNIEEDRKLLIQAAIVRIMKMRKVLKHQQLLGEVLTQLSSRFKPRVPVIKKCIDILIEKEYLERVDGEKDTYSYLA
Starred values were filed as active, the others as inactive.

Start of the data: the first 17 entries, ahead of the listing:
RBX1-CUL1 inh	molecule
1	CC(C)N(Cc1nccn1C)C(=O)c1cc(COc2ccc3c(c2)OCO3)[nH]n1
0	Cc1nn2c(nc3ccccc32)[nH]c1=O
-3	CN1CCCCCC1=NCCCn1cnc2c1c(=O)n(C)c(=O)n2C
1	CCOc1cc(CNC(=O)C2CCN(c3nc4ccccc4[nH]3)CC2)cc(OCC)c1OCC
-2	COc1ccc([C@@H](C)NC(=O)N2CCC(n3cc(C(C)(C)N)nn3)CC2)cc1
1	CN1C(=S)N=C(N2CCCCC2)SC1c1ccccc1 (stereo not given)
15	CCNC(=O)C1CCCc2c1[nH]c1ccc(Cl)cc21 (stereo not given)
6	CC1=C(C)CC(C(=O)NNC(=O)c2sc3ccccc3c2Cl)C(C(=O)O)C1 (stereo not given)
-7	FC(F)(F)c1cccc(Nc2nc3nonc3nc2Nc2ccc(Br)cc2)c1
-1	COc1ccc(-c2cnnc(N/N=C/c3ccc(C)o3)n2)cc1
-16	COCCCNC(=O)c1sc2nc(C)c(C(=O)Nc3ccc(C)cc3C)c(-c3ccccc3Cl)c2c1N
5	CC(C)(O)C#Cc1ccc(C(=O)N2CCN(c3ccccc3Cl)CC2)cc1
-3	O=C(NC(NNc1ccccc1)(C(F)(F)F)C(F)(F)F)c1ccc(Cl)cc1
-3	Brc1cncnc1N1CCOCC1
-1	CCC1=NN(C(=O)c2ccc(C(C)(C)C)cc2)C(O)(c2ccc(Br)cc2)C1 (stereo not given)
-5	N#Cc1ccccc1OCC(=O)N/N=C/C=C/c1ccccc1
-2	CC(C)CNS(=O)(=O)c1ccc(CCC(=O)Nc2cccc(F)c2)cc1

The listing (from the top)
RBX1-CUL1 inh	molecule
1	CC(C)N(Cc1nccn1C)C(=O)c1cc(COc2ccc3c(c2)OCO3)[nH]n1
0	Cc1nn2c(nc3ccccc32)[nH]c1=O
-3	CN1CCCCCC1=NCCCn1cnc2c1c(=O)n(C)c(=O)n2C
1	CCOc1cc(CNC(=O)C2CCN(c3nc4ccccc4[nH]3)CC2)cc(OCC)c1OCC
-2	COc1ccc([C@@H](C)NC(=O)N2CCC(n3cc(C(C)(C)N)nn3)CC2)cc1
1	CN1C(=S)N=C(N2CCCCC2)SC1c1ccccc1 (stereo not given)
15	CCNC(=O)C1CCCc2c1[nH]c1ccc(Cl)cc21 (stereo not given)
6	CC1=C(C)CC(C(=O)NNC(=O)c2sc3ccccc3c2Cl)C(C(=O)O)C1 (stereo not given)
-7	FC(F)(F)c1cccc(Nc2nc3nonc3nc2Nc2ccc(Br)cc2)c1
-1	COc1ccc(-c2cnnc(N/N=C/c3ccc(C)o3)n2)cc1
-16	COCCCNC(=O)c1sc2nc(C)c(C(=O)Nc3ccc(C)cc3C)c(-c3ccccc3Cl)c2c1N
5	CC(C)(O)C#Cc1ccc(C(=O)N2CCN(c3ccccc3Cl)CC2)cc1
-3	O=C(NC(NNc1ccccc1)(C(F)(F)F)C(F)(F)F)c1ccc(Cl)cc1
-3	Brc1cncnc1N1CCOCC1
-1	CCC1=NN(C(=O)c2ccc(C(C)(C)C)cc2)C(O)(c2ccc(Br)cc2)C1 (stereo not given)
-5	N#Cc1ccccc1OCC(=O)N/N=C/C=C/c1ccccc1
-2	CC(C)CNS(=O)(=O)c1ccc(CCC(=O)Nc2cccc(F)c2)cc1
-2	Clc1cnc2ccc(Br)cc2n1
2	Cc1cc(C)c(C#N)c(Sc2c([N+](=O)[O-])ncn2C)n1
7	CCCCn1c(CN2CCCC(CN3CCOCC3)C2)cnc1S(=O)(=O)CC (stereo not given)
6	CC(C)c1ccc(NC(=O)c2ccc3c(c2)CCCN3S(C)(=O)=O)cc1
0	Cc1ccc2c(c1C)OC(=O)CC2c1ccccc1 (stereo not given)
13	Cc1ccc(-n2c(N/N=C\c3ccc(Cl)cc3)nc3sc4c(c3c2=O)CCCC4)cc1
7	O=C(O)CCCCCN1C(=O)c2ccc3c4c(ccc(c24)C1=O)C(=O)N(CCCCCC(=O)O)C3=O
6	C=CCn1c(SCCC(C)C)nc2sc3c(c2c1=O)CCC3
3	Cc1ccc(CN2CCN(C(=O)Nc3cc(C)ccc3C)CC2)cc1
-13	CCc1c(C)nc2nncn2c1NCc1ccccc1
2	CC1SC(c2cccnc2)NC1=O (stereo not given)
3	CCc1ccccc1NC(=O)c1nn(-c2ccc(C)cc2)c(=O)c2c1c1ccccc1n2C
-4	COc1ccc(Oc2ccc(NC(=O)CCCC(=O)OCC(=O)c3cccs3)cc2)cc1
-1	O=C(CCCOc1ccc(Cl)cc1Cl)Nc1ccc2c(c1)COC2=O
-7	C=CCNC(=S)Nc1cnccn1
7	CSCCC(NS(=O)(=O)c1cc(Cl)ccc1Cl)C(=O)O (stereo not given)
-2	Nc1c(C(=O)Nc2ccc(F)cc2)sc2nc3c(cc12)CCCCC3
-4	CN1CCC(N2CCCC(NC(=O)C3(c4ccc(Cl)cc4)CC3)C2)CC1 (stereo not given)
4	Cc1sc2nc(SCC(=O)N3CCCC3)n(-c3ccc(F)cc3)c(=O)c2c1C
-4	COc1ccc(/C=C/C(=O)Nc2cccc(NC(=O)/C=C/c3ccc(OC)cc3)n2)cc1
0	COC(=O)C1C(C)=NC(=O)CC1c1ccccc1C(F)(F)F (stereo not given)
3	O=C(Nc1ccccc1-c1nc2ccccc2[nH]1)c1ccc(Br)cc1
-17	COc1ccc(C(CNC(=O)c2cccc([N+](=O)[O-])c2)N2CCOCC2)cc1 (stereo not given)
3	COc1ccc(Cn2c(CCC(=O)NCc3cccc(Cl)c3)nc3cccnc32)cc1
-3	CCC(CC)C(=O)Nc1cc(C)ccc1C
1	CCOC(=O)c1c(NC(=O)CSc2nnnn2-c2ccccc2)sc2c1CCC2
9	CC1(C)CC(=O)C2C(=Nc3c(c(=O)[nH]c(=O)n3Cc3ccccc3)C2c2cccs2)C1 (stereo not given)
-7	CCc1nc2ccccc2n1CCCCOc1ccc(C)cc1
-7	O=C(CCCOc1ccc(Cl)cc1Cl)NNC(=O)C(c1ccccc1)c1ccccc1
-4	CCOc1ccc(NC(=O)NCCn2nnc3cc(S(=O)(=O)N(C)C)ccc32)cc1
4	O=C(c1ccc(Br)cc1)N(Cc1ccc(F)cc1)C1CCS(=O)(=O)C1 (stereo not given)
-1	CCOC(=O)c1sc(N/N=C/C2CC=CCC2)nc1C (stereo not given)
-4	Cc1c2cnn(-c3ccccc3)c(=O)c2c(C)n1CC(=O)NCCc1ccc(Cl)cc1
6	O=C(NCCC1CCCCO1)c1coc(CN2CCN(c3ncccn3)CC2)n1 (stereo not given)
8	Cc1cc2c(cc1C=Nc1sc3c(c1C(=O)NCc1ccccc1)CCCC3)OCO2
-2	COC(CNC(=O)c1c(-c2ccccc2Cl)noc1C)OC
-7	CCCCn1cc(S(=O)(=O)c2ccc(OC)cc2)c(=O)c2cc(CC)ccc21
7	CCCCOC(=O)c1c2c(n3ccccc13)C(=O)c1ccccc1C2=O
0	CCOc1ccccc1NC(=O)Cn1c(=O)n(CCC(C)C)c(=O)c2cccnc21
-9	CC1(C)Cc2nc(N3CCOCC3)ncc2C(NC(=O)Cc2cccs2)C1 (stereo not given)
-3	N=C1C(C(=O)c2ccc(Cl)cc2)C(c2cccnc2)C2=C(CCCC2=O)N1c1ccccc1 (stereo not given)
0	CC1CN(c2oc(COc3ccc(Cl)cc3)nc2C#N)CC(C)O1 (stereo not given)
4	O=C(c1cc(F)ccc1F)N1CCC(C2(Cc3ccc(F)cc3)NC(=O)N(CC3CC3)C2=O)CC1 (stereo not given)

Other records.
RBX1-CUL1 inh	molecule
-14	CCOC(=O)c1cnc2cc(F)c(F)cc2c1Nc1ccccc1O
7	COc1ccccc1CN1C[C@@H]2C[C@@H](c3cc(F)ccc3F)N3CCC[C@@]23C1=O
16	CCOC(=O)c1nc(Nc2ccc(C(=O)OCC(C)C)cc2)c2ccccc2n1
7	C=CCOc1ccc(CN2CCCCC2)cc1
-1	CC(CCc1ccccc1)=NNC(=O)CSc1nnc(-c2ccc(Cl)cc2)n1C
11	COc1ccccc1Oc1ncccc1CNCC1CCOC1 (stereo not given)
-3	O=C1c2ccccc2C(=O)N1c1nonc1N1C(=O)c2ccccc2C1=O
1	CCc1ccc(C)c(OC(=O)c2cncc(Br)c2)c1
-7	Cc1ccc(-c2c(CN3CCN(c4cccc(C)c4)C(C)C3)csc2C)cc1 (stereo not given)
-6	O=C(Nc1ccccc1)c1cn(-c2ccccc2)nc1-c1ccccc1
-11	O=C(Sc1nc2ccccc2o1)c1ccco1
1	Cc1ccc(CN2CCNC(=O)C2CC(=O)NC2Cc3ccccc3C2)o1 (stereo not given)
-10	Clc1ccc(-c2nnc(SCc3ccc4ccccc4c3)n2-c2ccccc2)cc1
0	Fc1ccc(-c2cn3cc(Cl)ccc3n2)cc1
3	CN(C)S(=O)(=O)NC1CCCCCC1
-8	COc1ccc(NC(=O)c2ccco2)cc1NC(=O)c1c(OC)cccc1OC
-6	Cc1cc(C(=O)O)c[nH]c1=S
2	Cc1[nH]nc2c1C(c1ccccc1OC(C)C)C(C#N)C(=N)O2 (stereo not given)
4	CCC(C)NC(=O)CCCN1C(=O)CCn2nc(-c3cccn3C)cc21 (stereo not given)
-3	CCCCOc1ccc(C(=O)N2CCN(C(=O)c3ccc(OCCCC)cc3)CC2)cc1
67*	Cc1ccc(C)n1-c1ccc(CC(=O)O)cc1
12	Cc1cc(N2C(=O)NC(=O)/C(=C\c3cc(Br)ccc3OCC(=O)O)C2=O)ccc1Br
-3	COc1ccc(NCc2cccc(OCc3ccccc3Cl)c2)cc1
-3	CCOC(=O)c1c(NC(=O)c2cc3nc(-c4cccs4)cc(C(F)(F)F)n3n2)sc2c1CCC2
1	Cc1ccc(F)cc1NC(=O)Nc1ccccc1F
0	COc1ccc(OCc2cccc(C(=O)Nc3ccn(Cc4ccccc4)n3)c2)cc1
-1	O=C(CSc1ccccc1)Nc1nc(-c2c[nH]c3ccccc23)cs1
-6	CCN(CC)c1ccc(NC(=O)CSc2nc(-c3ccco3)cc(C(F)(F)F)n2)cc1
6	CC(=O)c1cc(Br)ccc1OC(=O)c1ccc(C)cc1
-1	Cc1cccc(NC(=O)Cn2nc3c4ccccc4n(Cc4ccccc4)cc-3c2=O)c1
0	CN1C(=O)NC(=Nc2ccccc2)C([N+](=O)[O-])C1=O (stereo not given)
2	CC1=Nc2ncnn2C(c2cccc(F)c2)C1C(=O)Nc1ccc(Cl)cc1 (stereo not given)
4	O=C(NCCc1ccccc1)c1ccc(CS(=O)(=O)c2ccc(Cl)cc2)o1
7	O=C(c1ccccc1)C1CCCN(C(=O)CCn2nnnc2CN2CCOCC2)C1 (stereo not given)
-13	CCc1cccc2c(CC3=NC(=S)N(C)C3=O)cn(Cc3ccccc3)c12
6	O=C(COc1ccc(/C=C2/SC(=O)N(CC(=O)N3CCOCC3)C2=O)cc1)N1CCOCC1
1	COC(=O)c1ccc(C(=O)OC)c(NC(=O)CSc2nnnn2-c2ccccc2)c1
0	O=C(Oc1ccccc1C(=O)Oc1ccccc1)c1ccc(Cl)cc1Cl
13	CCCCc1ccc(-n2nnc(C(=O)NCCC)c2C)cc1
-2	COc1ccc(Cl)cc1NC(=O)COc1ccccc1
7	O=C(Cc1cccc(C(F)(F)F)c1)NC1CCCCC1
5	O=C1NN(c2cccc(C(F)(F)F)c2)C(=O)/C1=C\c1ccc(Br)cc1
-9	CCc1cc(C(=O)NCc2cc(NS(=O)(=O)c3ccc(F)cc3)cc(C(=O)OC)c2)n(C)n1
10	Cc1ccc(C)c(N2CCN(CCCNC(=O)c3ccc4nc(N5CCC(C)CC5)sc4c3)CC2)c1
0	O=C(C(=O)N1CCN(c2cccc(Cl)c2)CC1)N1CCCCC1
6	CC(=O)c1ccc(NC(=S)NC(NC(=O)c2ccc(Cl)cc2)C(Cl)(Cl)Cl)cc1 (stereo not given)
-1	COc1ccc(N2CC(C(=O)Nc3ccccc3-c3nc(-c4ccc(C)cc4)no3)CC2=O)cc1 (stereo not given)
3	COC(=O)C1OC(=O)C(C(=O)OC)C1c1ccccc1 (stereo not given)
14	O=C(CC1CCCCC1)N1CCC(C2(c3ccccn3)NC(=O)N(CCc3cccs3)C2=O)CC1 (stereo not given)
-8	COc1cccc(CNC(=O)c2cc3c(-c4ccccc4F)nn(C)c3s2)c1
6	Cc1ccccc1CS(=O)(=O)N1CCN(c2ccccc2F)CC1
1	CCOc1ccccc1CNC(=O)CCn1c(=O)c2cccn2c2ccc(F)cc21
0	COc1ccc(OC)c(C#N)c1C#N
9	Cc1ccccc1Cc1nnc2sc(-c3ccncc3)nn12
9	Cc1cc(C)c(S(=O)(=O)Nc2ccccc2[N+](=O)[O-])c(C)c1
7	CC(=O)c1[nH]c2ccccc2c1C(C)=O
-6	COc1cccc(CNCCSc2nnnn2C)c1OCc1ccc(Cl)cc1
-5	CC(C)(C)N1CC(C(=O)Nc2cccc(Br)c2)CC1=O (stereo not given)
1	CCc1ccc(CNC(=O)CN2C(=O)CSc3c2c(C)nn3-c2ccccc2)cc1
5	Cc1ccccc1CN1C(=O)C(O)(CC(=O)c2ccc3c(c2)CCCC3)c2ccccc21 (stereo not given)

Continuation:
RBX1-CUL1 inh	molecule
-1	CCOC(=O)c1ccc(NC(=O)C(CC)Sc2nncn3c2cc2oc(C)cc23)cc1 (stereo not given)
8	O=C(Nc1ccccn1)c1ccc(-c2ccc(C(=O)Nc3ccccn3)cc2)cc1
-2	S=c1[nH]nc(Cc2nc3ccccc3s2)n1-c1ccccc1
-4	COc1ccccc1OCCSc1nc2ccccc2n1CC(=O)N1CCOCC1
8	Brc1sccc1/C=C/c1ccsc1Br
-9	Cc1ccccc1C1(CC(=O)N2CCCC2c2nccs2)CC(=O)N(Cc2ccncc2)C1=O (stereo not given)
1	CC1=NC(=S)NC(c2ccc(Cl)cc2)C1C(=O)Nc1ccc(C)cc1 (stereo not given)
2	Cc1cccn2c(=O)c3cc(C(=O)NC(C)c4ccccc4)c(=N)n(CCOCCO)c3nc12 (stereo not given)
-1	O=C(O)CCC(=O)Nc1ccccc1C(=O)Nc1ccc(F)cc1

Not all compounds are listed; the hit share may differ from the screen's.
